Bioassay records deposited in PubChem by Sanford-Burnham Center for Chemical Genomics.
H9c2 TAG inh = reduces triacylglycerol accumulation in H9c2 cells. Nile Red lipid (TAG) fluorescence; cells loaded with 200 µM oleic acid. inhibition, % at 12.5 µM. 0.66% of 230,000 active. AID 651582;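 active = pattern-corrected inhibition of lipid staining of at least 50% with the nuclear-stain viability signal not falling by more than 50%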;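 also: 0% = DMSO wells and 100% = triacsin C control wells; some results filed as inactive read as strong as hits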
H9c2 TAG inh DAPI viability = also measured in H9c2 TAG inh; calls as there; DAPI nuclei signal change (viability), lower = more cytotoxic, %;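 whole-well DAPI fluorescence read on a plate reader as a viability signal; minus 50 percent equals half of cells still viable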
* marks the source's active call; other numbers are inactive results.

SMILES	H9c2 TAG inh	H9c2 TAG inh DAPI viability
CO/N=C\CC(=O)Nc1ccc(Cl)c(Cl)c1	10	-23
CCOC(=O)c1c(/N=C/C2=C(O)CC(C)(C)CC2=O)sc(C(C)=O)c1C	12	-3
CCOc1ccccc1C(=O)OCC(=O)NCCc1ccc(OC)cc1	-9	1
Cc1cc(S(=O)(=O)N2CCCCC2CCNC(=O)C(=O)NCc2cccnc2)ccc1F (stereo unspecified)	3	-13
Cc1ccc(C(C(=O)NC(C)(C)C)N(CCCN2CCOCC2)C(=O)c2ccc(-c3ccccc3)[nH]2)o1 (stereo unspecified)	-2	5
O=C(CCC(=O)OCC(=O)c1ccc(Cl)cc1)NC1CCCCC1	-16	19
COc1ccc(CN2CCN(CCC(C)C)C(CCO)C2)cc1Cn1cncn1 (stereo unspecified)	4	-9
CC(C)c1nc(SCC(=O)N2CCCc3ccccc32)c2c(=O)n(C)c(=O)n(C)c2n1	15	-15
CCCC(CCC)C(=O)OC1C[C@H]2CC[C@@H](C1)[N+]2(C)C (stereo partly specified)	-5	-5
CC(C)COC(=O)CCNc1n[nH]c(=O)[nH]c1=O	-16	4
O=C(NC(=S)N1CCCC1)c1ccc(Cl)cc1Cl	2	0
COC(=O)C1=C(C)NC(=O)/C1=C\c1ccco1	10	2
CSc1ncc(Cl)c(C(=O)NCc2ccc3c(c2)OCO3)n1	-9	10
CN(C)S(=O)(=O)N(CC(=O)Nc1ccc2ccccc2c1)c1ccccc1	-2	-3
COc1ccc(OCC(=O)Nc2cc(-c3nn(C)c(=O)c4ccccc34)ccc2OC)cc1	-3	0
CCOC(=O)C1(C(=O)OCC)NC(=O)CC1C (stereo unspecified)	-3	0
O=c1cccc(-c2ccc(Br)cc2)o1	-21	-2
Cc1ccc(CC2C(=O)N(c3cc(Cl)ccn3)C(=O)C2C)cc1 (stereo unspecified)	4	-5
O=C(CSC1=NCCN1)NC12CC3CC(CC(C3)C1)C2	47	-4
CN(CC(=O)Nc1c(Cl)cccc1Cl)C(=O)c1cc(S(=O)(=O)N(C)C)ccc1N1CCCC1	0	5
COc1cccc(NC(=S)N(CCCN2CCC(C)CC2)Cc2cccs2)c1	41	-28
O=C(CCNS(=O)(=O)c1ccccc1)NNC(=O)c1cccc(Cl)c1	-5	2
CCc1ccc(-n2c(=O)c3c(C)c(C)sc3n(CC(=O)NCC3CCCO3)c2=O)cc1 (stereo unspecified)	18	-5
COc1ccc(OCCCC(=O)Nc2cccnc2)cc1	-1	4
CC(C)[C@@H](CO)NS(=O)(=O)c1ccc(Br)cc1F	-12	3
COc1ccc(OC)c(C(=O)CN2C(=O)NC(C)(c3ccccc3)C2=O)c1 (stereo unspecified)	-3	-1
COc1ccc(S(=O)(=O)N2CCOCC2)cc1NC(=O)CCNC(=O)c1ccc(Br)cc1	9	-6
Cc1c(NC(=O)c2cc3c(s2)CCCC3)c(=O)n(-c2ccccc2)n1C	2	-9
C/C=C/C(=O)OCC(=O)Nc1nc2ccc(C)cc2s1	-2	11
CCc1ccc(N2C(=O)CN(Cc3cccs3)C2=S)cc1	0	-4
COc1ccccc1C(=O)O/N=C(/C)c1ccc(N2C(=O)C3CCCCC3C2=O)cc1 (stereo unspecified)	2	1
O=S1(=O)N=CN(Cc2cccc(F)c2)c2ccccc21	2	14
CCOC(=O)c1ccccc1NC(=O)CSc1nnc(C(C)C)n1CC	-2	-3
CN(CC(=O)NC(=O)NC1CCCCC1)CC(=O)Nc1ccc(OC(F)(F)F)cc1	9	4
Cc1ccccc1NC(=S)N=Nc1c(O)n(C)c2ccc(S(=O)(=O)N3CCOCC3)cc12	13	-10
O=C(NCCN1CCN(C(=O)c2cccc(Br)c2)CC1)C(=O)NCc1ccccc1	22	-14
O=C(Nc1ccc2[nH]ccc2c1)c1ccccc1	10	-1
NC(=O)c1cccc(C(N)=O)n1	10	-3
C=CCN1CCN(C(c2ccc(OC)c(OC)c2)c2nnnn2C(C)(C)C)CC1 (stereo unspecified)	-4	-8
Cc1cnc(C(=O)Nc2nccs2)cn1	7	-8
Cc1ccc(N2C(=O)CSC23C(=O)Nc2ccccc23)cc1 (stereo unspecified)	1	-13
c1cc(-c2sc(-c3ccncc3)c(-c3ccncc3)c2-c2ccncc2)ccn1	9	-3
CC(=O)NC(Cc1ccc(F)c(F)c1)C(=O)NC1CCN(c2c(Cc3ccccc3)c(C)nc3ncnn23)CC1 (stereo unspecified)	-4	4
CCCCC(=O)Nc1cc([N+](=O)[O-])ccc1F	-4	2
C[C@H](CO)N1C[C@H](C)[C@@H](CN(C)Cc2ccc(C(F)(F)F)cc2)OCc2cnnn2CCCC1=O	11	0
O=C(Nc1cccc(Oc2ccccc2)c1)C1Cc2c(-c3ccccc3)ccnc2O1 (stereo unspecified)	8	6
CCOc1ccccc1N1CCN(C(=O)c2cc3ccccc3cc2OC)CC1	26	-15
O=C(COc1ccc(Cl)cc1)Nc1ncc([N+](=O)[O-])s1	0	1
CC(=O)NC1=NC(=O)/C(=C/c2cn(C(C)=O)nc2-c2ccccc2)S1	2	3
COc1ccccc1CN1C[C@@H]2C[C@@H](c3ccccc3C)N3CCC[C@@]23C1=O	-7	10

Single records (already shown). Order of screens: H9c2 TAG inh | H9c2 TAG inh DAPI viability
Cc1ccc(CC2C(=O)N(c3cc(Cl)ccn3)C(=O)C2C)cc1 (stereo unspecified) in the list: 4 | -5
c1cc(-c2sc(-c3ccncc3)c(-c3ccncc3)c2-c2ccncc2)ccn1 in the list: 9 | -3
CCOC(=O)c1c(/N=C/C2=C(O)CC(C)(C)CC2=O)sc(C(C)=O)c1C in the list: 12 | -3
CSc1ncc(Cl)c(C(=O)NCc2ccc3c(c2)OCO3)n1 in the list: -9 | 10
COc1ccc(OC)c(C(=O)CN2C(=O)NC(C)(c3ccccc3)C2=O)c1 (stereo unspecified) in the list: -3 | -1

Additional records
SMILES	H9c2 TAG inh	H9c2 TAG inh DAPI viability
Cc1ccc(C)c(NC(=S)NCCN2CCOCC2)c1	-11	-1
Cc1cc(NNC(=O)c2cccc(C(F)(F)F)c2)nc2c1c(C)nn2C	-26	2
CCN(CC)S(=O)(=O)c1ccc(-c2nnc(SCC(=O)Nc3ccc(OC)cc3)o2)cc1	2	-13
O=C(CCCC(=O)OCC(F)(F)C(F)F)Nc1ccccc1F	0	4
COC(=O)CSc1nc(Cc2ccccc2)nc2ccccc12	17	16
Cn1c(=O)[nH]c2ncn(C)c2c1=O	1	2
Cc1ccc(Nc2nc(COC(=O)C3CC3)cs2)cc1	10	-8
O=C(c1ccc2ccccc2c1)C1CCCN(C(=O)CCn2cnnn2)C1 (stereo unspecified)	3	-7
COC(=O)c1ccc(NC(=O)CS(=O)(=O)Cc2ccccc2)cc1	-8	-1
Cc1ccc(OCCNC(=O)c2cccc(S(=O)(=O)NCc3ccccc3)c2)cc1	-6	-6

Of the compounds above, these contain a CF3 group.
SMILES	H9c2 TAG inh	H9c2 TAG inh DAPI viability
CN(CC(=O)NC(=O)NC1CCCCC1)CC(=O)Nc1ccc(OC(F)(F)F)cc1	9	4
C[C@H](CO)N1C[C@H](C)[C@@H](CN(C)Cc2ccc(C(F)(F)F)cc2)OCc2cnnn2CCCC1=O	11	0
Cc1cc(NNC(=O)c2cccc(C(F)(F)F)c2)nc2c1c(C)nn2C	-26	2

More entries:
SMILES	H9c2 TAG inh	H9c2 TAG inh DAPI viability
CC(C)(C)c1csc(NC(=O)c2ccc3nccnc3c2)n1	18	10
CCN1C(=O)[C@H]2[C@@H](c3ccc(-c4cccc(Cl)c4)cc3)N3CCCC[C@@]3(C(=O)OC)[C@H]2C1=O	-12	-6
O=C(c1ccccc1)N(Cc1ccc2c(c1)OCO2)Cc1nc2ccccc2c(=O)[nH]1	-1	-1
COc1ccccc1Oc1nc2c(c(=O)n(Cc3ccccc3F)c(=O)n2C)n1C	-2	5
O=C(NCCC(F)(F)F)C1Cc2c(-c3ccc(Cl)cc3)ccnc2O1 (stereo unspecified)	2	-9
Cc1csc2ncnc(N3CCN(C(=S)Nc4ccc(F)cc4F)CC3)c12	2	-9
NC(=O)C(=O)N/N=C/c1c2ccccc2cc2ccccc12	-2	1
C=CCSc1nnc(CSc2nc3sc4c(c3c(=O)[nH]2)CCCC4)n1-c1ccccc1	17	-5
O=C(NCc1cc(C(F)(F)F)cc(C(F)(F)F)c1)C1CC(c2cccc(F)c2)=NO1 (stereo unspecified)	-2	-1
CCOC(=O)c1c(NC(=O)CSc2nnc(-c3ccccc3C)n2C)sc(C(C)=O)c1C	16	-2
O=C(c1cccc(S(=O)(=O)N2CCCCC2)c1)N1CCCCC1	-1	6
CSC(=S)N/N=C/c1c[nH]c2ccccc12	23	-9
C#CCOCCOCCOCCNc1nc(N2CCN(C(=O)[C@H](C)n3cc(CCCN=C(N)N)nn3)CC2)nc(N2CCN(C(=O)[C@H](C)n3cc(CCCN=C(N)N)nn3)CC2)n1	-3	6
C=CCn1c(SCC(=O)N2CCOCC2)nc2sc(CC)cc2c1=O	-3	-1
O=C(/C=C/c1ccc2c(c1)S(=O)(=O)N(Cc1ccccc1)[C@H]2CC(=O)N1CCOCC1)N1CCOCC1	-10	-8
Cc1cccc(N=Nc2c(C)[nH]n(-c3ccccc3)c2=O)c1	20	-2
CC1(C(=O)NNC(=S)NCC2CCCO2)CC1(Cl)Cl (stereo unspecified)	20	6
Cc1noc(C)c1CSCC(=O)Nc1ccc(S(=O)(=O)C(F)F)cc1	6	-8
O=C(CSc1nc2ccccc2c(=O)n1-c1ccccc1)Nc1ccc2c(c1)CCC2	31	-1
Cc1ccc(NC(=O)CSc2ncn[nH]2)cc1S(=O)(=O)N1CCOCC1	-6	-7
Cc1ccc(-c2nnc(CCC(=O)N(C)Cc3nccs3)o2)s1	1	-4
COc1ccccc1NC(=O)c1cc2c(s1)-c1ccccc1S(=O)(=O)C2	13	-11
Cn1c(SCc2ccccc2F)nc2cccnc21	-54	-2
O=c1oc(C2(O)CCCCC2)cc2ccc(-c3ccc4[nH]ccc4c3)cc12	-26	0
CC1O[C@@H](OC2C(COC3OC(CO)C(O)[C@H](O)C3O)OC(OC3CC[C@]4(C)C(CC[C@@]5(C)[C@@H]4CC=C4[C@@H]6CC(C)(C)CC[C@]6(CO)C(O)C[C@]45C)C3(C)C)C(O)C2O)C(O)C(O)C1O (stereo partly specified)	8	5
CSc1ccc(CN2CCC(C)(Oc3ccc(C(C)=O)cc3)C2)cc1 (stereo unspecified)	-16	6
CCN(c1ccccc1)S(=O)(=O)c1ccc(C(=O)NCC(c2ccccc2OC)N2CCCC2)cc1 (stereo unspecified)	6	-3
CCCCN1CC(COc2ccccc2)Oc2cccc(F)c2S1(=O)=O (stereo unspecified)	-11	-4
COc1ccc(N(C(=O)Cc2cccs2)C(C(=O)NC2CCCCC2)c2cccn2C)cc1 (stereo unspecified)	-10	-8
O=C(NC1CC1)c1ccc2sc([C@@H]3O[C@H](CO)[C@H](O)[C@H](O)[C@H]3O)nc2c1	-4	7
C#Cc1ccc([C@@H]2C=C(C(=O)N3CCOCC3)O[C@H](OCc3ccc(CO)cc3)C2)cc1	-14	2
CC(C)C(NC(=O)CCNC(=O)c1ccc(C(C)(C)C)cc1)c1nc2ccccc2[nH]1 (stereo unspecified)	25	-7
CCC1=Nc2cc(C(=O)NCCCOC)ccc2Sc2ccccc21	61*	-8.1*
Cc1ccc(/C=C(\NC(=O)c2ccccc2)C(=O)NCCN2CCOCC2)o1	3	1
Cc1ccc(/C=C2/NC(=O)N(Cc3ccccc3F)C2=O)s1	-11	3
CC(=O)Nc1ccc(Cc2nc3ccccc3[nH]2)cc1	6	-4
CCCCNC(=O)OCC(CC)NC(=O)OCC(C)C (stereo unspecified)	9	-12
CCn1nc(C(=O)OCC(=O)N2c3ccccc3CC2C)c2ccccc2c1=O (stereo unspecified)	-5	7
Cc1onc(-c2c(F)cccc2Cl)c1C(=O)NCc1ccccn1	-10	8
Cc1cc(CN2C(=O)c3ccccc3C2=O)on1	-11	3
COc1cccc(/C=N/NC(=O)c2ccc([N+](=O)[O-])cc2Cl)c1O	50	-20
O=C(NNC(=O)C1CC(c2cccs2)=NO1)NC1CCCCC1 (stereo unspecified)	-1	5
CC1=NN(C(=O)COc2cc(C)ccc2C(C)C)C(O)(c2ccccc2)C1 (stereo unspecified)	0	3
COc1cccc(C2CC(=O)NC3=C2C(=O)CCC3)c1 (stereo unspecified)	-3	-5
Cc1ccc(S(=O)(=O)NCC(=O)NCC(=O)NCCc2ccc(Cl)cc2)cc1C	22	-1
CCS(=O)(=O)Nc1ccc(-c2nnc(SCC(=O)OC)o2)cc1	-5	-4
Nc1cc(OC(=O)c2ccco2)nn1S(=O)(=O)c1ccc(F)cc1	-2	-2
O=c1c(N=Nc2ccc(O)cc2)c(-c2ccccc2)[nH]n1-c1ccc([N+](=O)[O-])cc1	88*	-47*
O=C(O)C1CCC(CN(Cc2cccc(Br)c2)C(=S)Nc2ccccc2F)CC1 (stereo unspecified)	8	-9
Cc1cc(C(=O)NNC(=O)[C@H](C)NC(=O)c2ccc(Br)cc2)c(C)o1	16	-16
More entries
SMILES	H9c2 TAG inh	H9c2 TAG inh DAPI viability
O=C(/C=C/c1cccs1)c1cc(Br)ccc1OC(=O)N1CCOCC1	-31	2
C=CCN1C(=O)C2C(C(=O)NC)C3(C)C=CC2(O3)C1C(=O)NCc1ccc(OC)cc1 (stereo unspecified)	10	-13
COc1ccc(-c2noc(COc3ccccc3OC)n2)cc1OC	-8	6
CCn1c(SCC(=O)Nc2cc(C)nn2-c2ccccc2)nnc1-c1cccs1	-5	5
Oc1cccc(C(=S)N2CCC(Cc3ccccc3)CC2)c1	0	2
O=C(NCc1nc2ccccc2[nH]1)C1=C[C@@H](c2csc3ccccc23)C[C@@H](OCCCCO)O1	1	-1
O=C(O)c1ccc(-n2cncn2)c([N+](=O)[O-])c1	1	-2

An excerpt. The share of hits here may be higher or lower than overall.
